# Screening data: PubChem BioAssay, National Center for Advancing Translational Sciences (NCATS)
# Giardia FBPA inh: blocks Giardia fructose-bisphosphate aldolase activity; purified Giardia FBPA; hit rate 0.71% among 290,000; A8B2U2; Potency, µM (highest dose often 59.6 µM), inactives show at the top dose activity, negative = inhibition, most hits filed as inhibitors; also: potency is read from the fitted curve at half-maximal effect; % is scaled to controls: 0 for no effect and ±100 for the full control effect; nearly all actives have a fitted effect of over 55% in size
# Target sequence (A8B2U2 whole entry, looked up): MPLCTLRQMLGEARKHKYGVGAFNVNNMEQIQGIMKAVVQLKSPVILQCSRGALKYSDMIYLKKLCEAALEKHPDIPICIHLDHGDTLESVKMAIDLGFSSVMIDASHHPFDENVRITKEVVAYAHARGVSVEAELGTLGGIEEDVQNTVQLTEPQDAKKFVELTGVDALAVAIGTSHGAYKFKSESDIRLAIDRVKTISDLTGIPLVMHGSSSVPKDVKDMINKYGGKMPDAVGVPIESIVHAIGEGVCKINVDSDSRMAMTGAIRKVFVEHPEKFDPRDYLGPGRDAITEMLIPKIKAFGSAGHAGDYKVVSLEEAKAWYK
#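 Giardia FBPA (40 nM reagent) was preincubated 10 min at RT with compound (up to 57.5 uM final), then substrate plus GAPDH/TPI/NAD/arsenate coupling system with diaphorase/resazurin was added; resorufin fluorescence (525/598 nm) was read after 20 min.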
# AmpC inh detg: inhibitors of E. coli AmpC beta-lactamase with detergent. P00811. AmpC hydrolysis of nitrocefin, absorbance 480 nm, 0.01% Triton. Potency, µM (highest dose often 114 µM), inactives show top-dose activity change, negative = inhibition, hits mostly inhibitors. hit rate 0.041% among 370,000;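 also: potency is read from the fitted curve at half-maximal effect; 0% = no-compound wells and -100% = no-enzyme wells; nearly all actives have a fitted effect of over 25% in size; some results filed as inactive show a strong effect at the top dose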
# Target sequence (P00811 whole entry, looked up): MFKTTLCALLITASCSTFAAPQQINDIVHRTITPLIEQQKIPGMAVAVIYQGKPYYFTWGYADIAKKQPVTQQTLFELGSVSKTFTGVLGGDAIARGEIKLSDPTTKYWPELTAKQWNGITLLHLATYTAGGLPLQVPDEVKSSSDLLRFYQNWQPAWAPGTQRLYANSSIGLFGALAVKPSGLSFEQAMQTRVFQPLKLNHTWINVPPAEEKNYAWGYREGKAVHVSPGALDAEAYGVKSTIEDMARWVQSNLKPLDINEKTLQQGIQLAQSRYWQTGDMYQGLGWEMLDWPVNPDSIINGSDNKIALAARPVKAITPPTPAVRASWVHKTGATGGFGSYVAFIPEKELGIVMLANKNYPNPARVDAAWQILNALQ
#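 20 mM phosphate pH 7.0 + 0.01% (detergent screen) or 0.0001% Triton X-100; 5.3 nM AmpC reagent; cpd preinc 15 min RT; nitrocefin (800 uM stock) to start; A480 q20 s × 4 min; Activity was normalised to no-enzyme and no-compound control wells.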
# AMA1-RON2 inh: disrupts binding of P. falciparum AMA1 to RON2. AlphaScreen AMA1-biotinylated RON2 peptide binding. Potency, µM (top dose mostly 58.2 µM), for the others: at the top dose activity change, negative = inhibition, hits mostly inhibitors. hit rate 0.2% among 360,000. AID 720542;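 also: potency is read from the fitted curve at half-maximal effect; 0% = vehicle wells and -100% = peptide control; nearly all actives have a fitted effect of over 45% in size; some results filed as inactive show a strong effect at the top dose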
#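 AMA1 (3D7) with his tag at 25 nM final met compounds first, then biotinylated RON2 peptide at 25 nM; detection used donor plus acceptor beads, 10 µg/mL apiece, read by AlphaScreen after 30 min at room temperature.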
# AmpC no deterg: inhibitors of E. coli AmpC beta-lactamase without detergent. P00811. AmpC nitrocefin hydrolysis, absorbance 480 nm, 0.0001% Triton. Potency, µM (titrated, usually from 57.1 µM), without a hit: top-dose activity change, negative = inhibition, actives largely listed as inhibitors. hit rate 0.52% among 330,000. AID 485341;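 also: potency is read from the fitted curve at half-maximal effect; plate controls were no compound for no effect and no enzyme for full effect; nearly all actives have a fitted effect of over 20% in size; some results filed as inactive show a strong effect at the top dose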
#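 AmpC (5.3 nM in the dispensed reagent) in 20 mM phosphate pH 7.0 with 0.01% (detergent screen) or 0.0001% Triton X-100 was preincubated with compounds for 15 min at room temperature. Nitrocefin was then added from an 800 uM solution, and hydrolysis was followed at 480 nm.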
# Shiga inhibitor: Shiga toxin inhibition; Vero cells, Shiga toxin protein synthesis inhibition reporter; inhibition, % at 38.7 µM; hit rate 9.2% among 290,000; AID 2315; in the data active = inhibition mostly above about 28%, no sharp cut-off; inactive = mostly below about 43%; also: 0% is about no effect
# HCMV antiviral: blocks human cytomegalovirus replication; hit rate 4.5% among 410,000; activity change, negative = inhibition, % at 57.5 µM; HFF cells, HCMV-luciferase reporter, 72 h; hits give low values; in the data active = activity change below about -60%; inconclusive = no clear call, values can overlap the other calls; inactive = above about -39%; also: % is scaled to controls: 0 for no effect and ±100 for the full control effect
#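 Human foreskin fibroblasts infected with luciferase-reporter HCMV at MOI 1 PFU/cell, compounds at two doses. Luciferase measured 72 h post infection; normalized to buffer-only basal and Salinomycin (10uM) controls.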
# CHX counter: counter-screen for Shiga toxin inhibitors: cycloheximide protein synthesis inhibition | cell reporter, cycloheximide protein synthesis inhibition counterscreen | max response, % | hit rate 12% among 300,000; in the data active = max response mostly above about 13%, no sharp cut-off; inactive = mostly below about 14%; also: read at 38.3 µM for the half of the compounds with a filed dose; 0% is about no effect
# * = called active by the depositor; u = inconclusive; x = no result given; [ ] = another dose, or the depositor's remark. Unless noted, calls follow the shape of the dose curve; as a rule, active = well fitted curve in the direction sought with a large enough effect; inconclusive = small, poorly fitted or top-dose-only effect, or another doubt; inactive = no such curve, though single readings can be large; an effect the other way counts as inactive or inconclusive.
entry | SMILES | Giardia FBPA inh | AmpC inh detg | AMA1-RON2 inh | AmpC no deterg
1 | S=C(Nc1ccccc1)Nc1nc2ccccc2n1CCOc1ccc(Cl)cc1 | -20% | -11% | u | -42%
2 | O=C(NNS(=O)(=O)c1ccccc1F)c1cccc(S(=O)(=O)N2CCOCC2)c1 | -4% | -12% | 4% | -2%
3 | CC(C)c1ccc(NC(=O)c2cccnc2)cc1 | -12% | u | -1% | 4%
4 | CCOc1ccc(-c2cc(N3C(=O)Nc4ccccc4N3O)n[nH]2)cc1 | 5% | -21% | 26% | -11%
5 | CCOC(=O)c1ccc(NC(=S)N(CCCN(CC)CC)Cc2ccco2)cc1 | 1% | -5% | -16% | 11%
6 | CSc1ccc(/C=C2\C(=N)N3N=C(CC(=O)N4CCCCC4)SC3=NC2=O)cc1 | 0% | -1% | 32%[activator] | -20%
7 | CC(C)Cn1c(N)c(C(=O)COC(=O)[C@H](C)NC(=O)c2ccccc2Cl)c(=O)n(C)c1=O | x | -2% | -7% | -2%
8 | COC(CNC(=O)c1ccc(Cn2c(=S)[nH]c3cc4c(cc3c2=O)OCO4)cc1)OC | 4% | 14% | 53%[activator] | 50%
9 | COCCN(Cc1cc2cc(C)ccc2n2nnnc12)C(=S)Nc1cccc(C)c1 | 1% | 5% | -1% | -23%
10 | COc1ccc(NC(=O)CSc2nnc3n2CCCCC3)cc1 | -5% | -5% | -7% | -1%
11 | CNCCC1Sc2ccccc2Oc2ccccc21 (stereo not drawn) | 18µM* | u | -12% | 1%
12 | COc1ccc(NC(=O)COC(=O)CCCC2=NS(=O)(=O)c3ccccc3N2)cc1 | x | -7% | 0% | -20%

entry | Shiga inhibitor | HCMV antiviral | CHX counter
1 | 26 | 61 | 9
2 | -11 | 2 | -2
3 | 74 | 34 | 23*
4 | 23 | u | 9
5 | -9 | -4 | -4
6 | 4 | -32 | -6
7 | x | -23 | x
8 | -20 | 19 | 7
9 | 28 | 54 | 24
10 | 6 | 3 | 8
11 | -7 | -29 | -3
12 | -2 | 18 | 2

# (next part)
entry | SMILES | Giardia FBPA inh | AmpC inh detg | AMA1-RON2 inh | AmpC no deterg
13 | N#Cc1cccc(NC(=O)C2SC(=Nc3ccccc3)C(C(=O)N3CCOCC3)=C2N)c1 (stereo not drawn) | -3% | 0% | -9% | -22%
14 | Cc1ccc(NC(Cc2cc(C)no2)c2ccccc2)cc1 (stereo not drawn) | -1% | u | -29% | -17%
15 | N#Cc1c(-c2ccco2)cc(C2CC2)nc1N | -22% | -14% | -5% | -19%
16 | COCCCNC(=O)c1ccc(N2CCOCC2)c(NS(=O)(=O)c2ccc(OC)cc2)c1 | 2% | -10% | -8% | -1%
17 | COc1ccc(C(=O)NCc2cnn(C)c2C)cc1OC1CCN(C(C)C)CC1 | 2% | -2% | 11% | 2%
18 | COC(=O)C1=C(CS(=O)(=O)c2ccc(C)cc2)NC(=O)NC1c1ccc(OC)c(OC)c1 (stereo not drawn) | -1% | -4% | 7% | -21%
19 | CCCOc1ccc(S(=O)(=O)NNC(=O)c2cc3ccccc3o2)cc1 | 0% | -4% | 7% | -33%
20 | Cc1ccc(-n2c(SCc3nnc4n3CCC4)nnc2-c2ccccc2)cc1 | 3% | u | 4% | 4%
21 | CC(C)n1c(N2CCCC2)nc2c1c(=O)[nH]c(=O)n2C | 3% | -3% | 3% | 1%
22 | Cc1cc(N2CCOCC2)ccc1/C=C1\SC(=O)N(C(C)C)C1=O | -4% | -6% | 0% | -10%
23 | OC[C@@H]1O[C@H](OC2[C@@H](O)[C@@H](O)C(O)O[C@@H]2CO)[C@H](O)[C@@H](O)[C@@H]1OC1O[C@H](CO)[C@@H](O)[C@H](O)[C@@H]1O (stereo partly drawn) | 2% | x | x | x
24 | O=C(O)CN(c1ccc(F)cc1)S(=O)(=O)c1ccc2c(c1)OCCO2 | -4% | -3% | -6% | -11%

entry | Shiga inhibitor | HCMV antiviral | CHX counter
13 | -9 | 10 | -5
14 | -3 | 23 | -1
15 | 17 | -22 | -1
16 | -7 | 3 | -8
17 | -10 | 19 | -2
18 | 21 | -22 | -5
19 | 12 | 15 | 14*
20 | -28 | 6 | -3
21 | -5 | 45 | -5
22 | 74 | 24 | 39*
23 | 8 | x | -8
24 | 18 | -29 | 1

# Look-ups from above:
# CCCOc1ccc(S(=O)(=O)NNC(=O)c2cc3ccccc3o2)cc1 | Shiga inhibitor = 12
# N#Cc1c(-c2ccco2)cc(C2CC2)nc1N | AmpC inh detg = -14%

# Continuation:
entry | SMILES | Giardia FBPA inh | AmpC inh detg | AMA1-RON2 inh | AmpC no deterg
25 | Cc1cc(Nc2ccccc2)n(CCOC(=O)COc2ccccc2)n1 | 1% | 10% | -2% | 122%[activator]
26 | Clc1ccccc1OCCCOc1cccc2cccnc12 | -2% | -15% | -9% | 51%
27 | COc1ccc(-n2c(Cc3cccn3C)nnc2SCC(=O)Nc2ccccc2F)cc1 | 0% | -15% | 0% | 33%
28 | C#CCOCCOCCOCCNc1nc(N2CCOCC2)nc(N2CCN(C(=O)[C@H](Cc3cc4ccccc4[nH]3)n3cc([C@@H](N)Cc4ccc(O)cc4)nn3)CC2)n1 | 0% | 8% | 20% | 188%[activator]
29 | Cc1ccc(C(=O)Nc2ccc(N3CCN(S(C)(=O)=O)CC3)cc2)cc1C | -1% | -3% | -10% | -14%
30 | COc1ccccc1S(=O)(=O)Nc1cc(S(=O)(=O)N2CCCCC2)ccc1N1CCOCC1 | 2% | -6% | -3% | -16%
31 | Cc1cc(NC(=O)c2ccco2)ncc1NC(=O)CCc1ccccc1 | -17% | -11% | -16% | -15%
32 | O=C(NCc1ccccc1Cl)c1ccccc1Oc1ccccc1 | 11% | -4% | 2% | -24%
33 | CCc1ccc(NC(=O)C2CCN(c3c(N4CCCC4)c(=O)c3=O)CC2)cc1 | -1% | -7% | 4% | -19%
34 | O=C(OCc1nnc(-c2ccccc2)o1)c1ccc([N+](=O)[O-])o1 | x | -6% | -7% | -10%
35 | O=C(COC(=O)C1CC(=O)N(c2ccc3c(c2)OCCO3)C1)NC1CCCc2ccccc21 (stereo not drawn) | 3% | -2% | 1% | 29%
36 | CCc1cccc(CC)c1NC(=S)NCC(c1cccnc1)N1CCOCC1 (stereo not drawn) | 3% | 0% | 1% | -7%

entry | Shiga inhibitor | HCMV antiviral | CHX counter
25 | 7 | -17 | 1
26 | x | 92 | 37*
27 | -8 | -20 | -2
28 | -14 | 18 | 5
29 | 27 | 27 | 10
30 | -7 | u | -2
31 | 33 | 27 | 28*
32 | -1 | u | -1
33 | -2 | -6 | 11
34 | x | -2 | x
35 | 45* | -11 | 20*
36 | -6 | -8 | -2

# (more compounds)
entry | SMILES | Giardia FBPA inh | AmpC inh detg | AMA1-RON2 inh | AmpC no deterg
37 | O=C(N=C1SC2CS(=O)(=O)CC2N1Cc1ccccc1)C1CCCO1 (stereo not drawn) | 5% | 3% | 14% | -9%
38 | O=C(CSc1cn(Cc2ccccc2)c2ccccc12)N1CCOCC1 | -3% | u | 13% | 45µM*
39 | COc1ccccc1-c1noc(CCC(=O)Nc2cccc(C)c2)n1 | 0% | -2% | -4% | -14%
40 | COC(=O)c1c(NC(NC(=O)c2ccccc2)(C(F)(F)F)C(F)(F)F)sc2c1CCN(C)C2 | -22% | -11% | 40%[activator] | -10%
41 | CC(=O)Nc1coc2ccc(Br)cc12 | 1% | -9% | 9% | -7%
42 | OC1CCCN(Cc2nc(Cc3ccccc3Cl)no2)C1 (stereo not drawn) | -4% | 3% | 0% | -3%
43 | CN(C)c1nc(Nc2ccccc2)nc(N(C)C)n1 | 0% | -2% | 11% | 12%
44 | CC(=O)c1ccc(NC(=O)C(C)OC(=O)COc2ccc(C#N)cc2)cc1 (stereo not drawn) | -3% | -19% | 15% | -26%
45 | CC(=O)C(Sc1nn(C)c(=S)s1)C(=O)Nc1ccccc1 (stereo not drawn) | u | -4% | -1% | -34%
46 | COc1ccc(OC)c(-c2csc(NC(=O)c3ccccc3F)n2)c1 | -4% | -3% | 0% | -21%
47 | CN1CCN(c2ccc(Cl)cc2NC(=O)/C=C/c2ccc(F)cc2)CC1 | -5% | -1% | -12% | 59%
48 | O=C(O)CN1CCN(Cc2ccc(F)cc2Cl)C1=O | u | -3% | 5% | -11%

entry | Shiga inhibitor | HCMV antiviral | CHX counter
37 | 9 | 23 | -1
38 | 96* | 59 | 21*
39 | 31 | -25 | 11
40 | -4 | -1 | -3
41 | -10 | 36 | -2
42 | 28 | -19 | 17*
43 | 14 | 50 | 3
44 | -12 | 10 | -3
45 | 113* | 76 | 51*
46 | -5 | -16 | -2
47 | -13 | -9 | -3
48 | -6 | -4 | 2

# Further records.
entry | SMILES | Giardia FBPA inh | AmpC inh detg | AMA1-RON2 inh | AmpC no deterg
49 | CCOc1ccccc1NC(=O)NC(C)c1ccncc1 (stereo not drawn) | -16% | 1% | -4% | -5%
50 | CCN(CC)C(=S)SCC(=O)c1ccccc1 | 2% | u | 10% | 5%
51 | O=C(NC(=S)NCC1CCCO1)c1ccc(Cl)cc1Cl (stereo not drawn) | 1% | -6% | 9% | -8%
52 | CCCCC(=O)NC(=S)Nc1cccc(NC(=O)c2ccco2)c1 | 1% | -2% | 7% | -16%
53 | COc1cccc(CN(C)C(=O)CNC(=O)c2ccc3c(c2)OCO3)c1OC | x | 4% | 69%[activator] | -2%
54 | CN1CCN(c2ccc(Cl)cc2NC(=O)CCN2C(=O)c3ccccc3C2=O)CC1 | -5% | 6% | 10% | 82%[activator]
55 | CCCC(=O)Nc1c(C(=O)OCC)[nH]c2ccccc12 | -3% | 5% | 0% | 20µM*

entry | Shiga inhibitor | HCMV antiviral | CHX counter
49 | -4 | 4 | -3
50 | 68* | 49 | 62*
51 | 56* | 51 | 16*
52 | -12 | u | -1
53 | -5 | -22 | 9
54 | -7 | 101 | 11
55 | -5 | 39 | 7

# Full records from above. Values in the order: Giardia FBPA inh | AmpC inh detg | AMA1-RON2 inh | AmpC no deterg | Shiga inhibitor | HCMV antiviral | CHX counter
# CN1CCN(c2ccc(Cl)cc2NC(=O)CCN2C(=O)c3ccccc3C2=O)CC1 is entered as -5% | 6% | 10% | 82%[activator] | -7 | 101 | 11
# COc1cccc(CN(C)C(=O)CNC(=O)c2ccc3c(c2)OCO3)c1OC is entered as x | 4% | 69%[activator] | -2% | -5 | -22 | 9
# CCCC(=O)Nc1c(C(=O)OCC)[nH]c2ccccc12 is entered as -3% | 5% | 0% | 20µM* | -5 | 39 | 7
# CCOc1ccccc1NC(=O)NC(C)c1ccncc1 (stereo not drawn) is entered as -16% | 1% | -4% | -5% | -4 | 4 | -3
# CCN(CC)C(=S)SCC(=O)c1ccccc1 is entered as 2% | u | 10% | 5% | 68* | 49 | 62*

# Hits appear at their usual frequency; any-hit rate near 16%.
